Compound activity (PubChem)
GAA inh = blocks human lysosomal alpha-glucosidase; P10253; Potency, µM (highest dose often 76.9 µM), inactives show at the highest dose activity change, negative = inhibition, most hits filed as inhibitors; 0.005% of 200,000 active; purified human GAA, 4-MU-alpha-glucoside fluorescence; AID 1466;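 note: plate controls were uninhibited enzyme wells for no effect and no-enzyme background for full effect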
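AC50 values come from Hill fits of compound titrations (up to 77 uM) against 4 nM human enzyme. Substrate 4-methylumbelliferyl-alpha-D-pyranoside at 400 uM, pH 5.0 citrate buffer, 20 min room temperature; fluorescence Ex 365/Em 440 after alkaline stop.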
HTT cytoprotect = Huntington cell model cytoprotection by ATP luminescence; Potency, µM (doses to about 56.4 µM), for the others: cytoprotection (ATP increase), hits mostly activators; 0.14% of 230,000 active; PC12 HTT-Q103 induced, cytoprotection, ATP luminescence, 40 h;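 note: % of control where 0% means no effect; nearly all actives have a fitted effect of over 45% in size; toxic huntingtin expression switched on by the ecdysone agonist tebufenozide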
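Cells were plated at 1500 per well in phenol red-free DMEM with 5% equine and 5% calf serum. Tebufenozide (100 nM final) and compounds were added, then ATPlite reagent, and luminescence was read.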
Tau fluor cs = counter-screen for tau fibril formation inhibitors | tau K18 P301L Alexa594 fluorescence, heparin fibrillization | Potency, µM (doses to about 57.7 µM), inactives show at the top dose activity change, negative = decrease | 0.93% of 280,000 active | AID 1463; note: % is set by controls: 0 for no effect and ±100 for the full control effect; nearly all actives have a fitted effect of over 55% in size
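Human tau K18 P301L (15 uM unlabeled, 0.24 uM Alexa 594-labeled) in 100 mM sodium acetate pH 7 with 20 uM heparin, 6 hr at 37 C. ThT 30 uM added, 1 hr ambient; Alexa 594 FP and total fluorescence read at 555/632 nm.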
GAA glycogen = inhibitors or activators of human alpha-glucosidase glycogen cleavage | recombinant GAA, glycogen substrate, Amplex Red glucose oxidase fluorescence | Potency, µM (titrated, usually from 76.4 µM), inactives show at the top dose activity change, negative = inhibition, most hits filed as inhibitors | 0.38% of 300,000 active;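 note: 0% = full enzyme reaction and -100% = no-enzyme basal signal; the screen sought inhibitors and activators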
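Recombinant human enzyme (4 nM); glycogen substrate; 37 C, 40 min, pH 5.0. Readout: coupled glucose oxidase/Amplex Red fluorescence.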
Tau FP inhib = tau fibrillization inhibition (FP) | 0.39% of 280,000 active | Potency, µM (titrated, usually from 57.7 µM), without a hit: top-dose activity, negative = inhibition, hits mostly inhibitors | P10636 | K18 P301L tau heparin fibrillization, Alexa594 FP, 6 h; note: % is set by controls: 0 for no effect and ±100 for the full control effect; nearly all actives have a fitted effect of over 55% in size
Target sequence (P10636 561-689 P618L limits assumed): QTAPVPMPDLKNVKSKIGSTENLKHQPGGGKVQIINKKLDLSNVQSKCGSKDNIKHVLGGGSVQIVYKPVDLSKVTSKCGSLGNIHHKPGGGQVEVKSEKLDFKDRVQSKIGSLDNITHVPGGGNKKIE
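Quantitative HTS format: compounds meet 15 uM recombinant K18 P301L tau and Alexa 594-tau tracer in 100 mM sodium acetate pH 7; 20 uM heparin triggers fibrillization at 37 C over 6 hr; FP gives the signal.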
aGlu spleen mod = inhibits or activates alpha-glucosidase in human spleen homogenate. P10253. human spleen homogenate, 4-MU-alpha-glucoside fluorescence. Potency, µM (titrated, usually from 79.9 µM), inactives show at the highest dose activity change, negative = inhibition, actives largely listed as inhibitors. 0.006% of 240,000 active. AID 2112;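 note: 0% = enzyme with vehicle and -100% = no enzyme basal signal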
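Human spleen homogenate (1 ug) with 4-methylumbelliferyl-alpha-D-glucopyranoside (1 mM final) in 50 mM citrate/phosphate pH 5.0, 0.01% Tween-20; 40 min at 37 C. Stopped at pH 10; 4-MU fluorescence Ex 365/Em 440 nm; AC50 by Hill fit.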
aGal spleen mod = inhibits or activates alpha-galactosidase in human spleen homogenate; human spleen homogenate, 4MU-alpha-Gal fluorescence, 40 min; Potency, µM (titrated, usually from 80 µM), without a hit: at the highest dose activity change, negative = inhibition, usual class: inhibitors; 0.008% of 240,000 active;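 note: 0% = enzyme with vehicle and -100% = no enzyme basal signal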
Target sequence (P06280 32-429 limits assumed): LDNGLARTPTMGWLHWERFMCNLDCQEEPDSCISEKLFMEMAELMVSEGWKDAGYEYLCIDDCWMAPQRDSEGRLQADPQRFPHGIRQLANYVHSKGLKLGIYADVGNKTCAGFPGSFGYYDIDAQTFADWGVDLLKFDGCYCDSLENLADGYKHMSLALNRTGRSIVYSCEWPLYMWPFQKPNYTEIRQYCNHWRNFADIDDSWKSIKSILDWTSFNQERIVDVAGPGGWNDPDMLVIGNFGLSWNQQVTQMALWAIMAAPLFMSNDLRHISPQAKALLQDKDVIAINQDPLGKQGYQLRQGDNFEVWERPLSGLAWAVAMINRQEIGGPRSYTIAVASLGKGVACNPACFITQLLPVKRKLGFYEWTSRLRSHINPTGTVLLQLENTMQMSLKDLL
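Fluorogenic readout (Ex 365/Em 440 nm) of 4-methylumbelliferone released from 1 mM 4-MU-alpha-galactoside by spleen homogenate, 40 min at 37C, pH 5.0. Data normalized to no-enzyme and enzyme controls; Hill-equation AC50 from compound titrations.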
Tau fibril ThT = tau fibrillization inhibition (ThT binding); 2.1% of 270,000 active; Potency, µM (top dose mostly 57.4 µM), for inactives: at the highest dose activity, negative = inhibition, hits mostly inhibitors; recombinant tau K18 P301L, heparin-induced fibrillization, ThT fluorescence; P10636; AID 1460; note: % is set by controls: 0 for no effect and ±100 for the full control effect; nearly all actives have a fitted effect of over 55% in size
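Fibril formation assay: tau K18 P301L at 15 uM with trace Alexa 594 label, heparin inducer 20 uM, pH 7 sodium acetate buffer, 37 C for 6 hr; endpoint ThT signal.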
Numbers without * were called inactive; & = joins results of further samples; [ ] = dose if it differs, or a comment. Calls come from the whole dose curve; as a rule, active = well fitted curve in the direction sought with a large enough effect; inconclusive = small, poorly fitted or top-dose-only effect, or another doubt; inactive = no such curve, though single readings can be large; an effect the other way counts as inactive or inconclusive. Potency is the fitted concentration of half-maximal effect.

Cc1ccc(S(=O)(=O)N(C)/N=C/c2ccc(C(=O)O)cc2)cc1 was read as GAA inh -9%, HTT cytoprotect -57%[inhibitor], Tau fluor cs 0%, GAA glycogen -7%, Tau FP inhib -2%, aGlu spleen mod -3%, aGal spleen mod -6% and Tau fibril ThT 5%.
`CCC(C)C(=O)Nc1cc([N+](=O)[O-])ccc1Cl` (configuration not stated) gave GAA inh 2%, HTT cytoprotect 17%[10 µM], Tau fluor cs -2%, GAA glycogen 11%, Tau FP inhib 0%, aGlu spleen mod -8%, aGal spleen mod -5% and Tau fibril ThT -1%.
COc1cc(Cl)c(C)cc1NC(=O)Cn1cc(S(=O)(=O)N2CCN(c3ccccc3F)CC2)c2ccccc2c1=O was read as Tau fluor cs -11%, GAA glycogen -7%[76.3 µM], Tau FP inhib inconclusive and Tau fibril ThT -2%.
Screening CN1CCN(C(=O)c2ccc(CN3CCOCC3)cc2)CC1 returned GAA inh 4%, HTT cytoprotect 2%, Tau fluor cs 10%, GAA glycogen -8%, Tau FP inhib 6%, aGlu spleen mod -3%, aGal spleen mod 1% and Tau fibril ThT 10%.
CCCCn1c(=O)[nH]c(=O)c2c1nc(-c1ccccc1F)n2Cc1ccccc1OC was read as GAA inh 1%, HTT cytoprotect -100%[inhibitor], Tau fluor cs -5%, GAA glycogen -2%, Tau FP inhib 5%, aGlu spleen mod -23%, aGal spleen mod -3% and Tau fibril ThT -9%.
Screening CCOc1ccccc1C(=O)Nc1cc(C(=O)NCC(C)C)ccc1Cl returned GAA inh -3%, HTT cytoprotect -30%[10 µM], Tau fluor cs -12%, GAA glycogen -9%, Tau FP inhib 1%, aGlu spleen mod 1%, aGal spleen mod 1% and Tau fibril ThT -4%.
Screening Cc1ccc(-c2noc(C3CCCN(S(=O)(=O)c4ccc(S(=O)(=O)N(C)C)cc4)C3)n2)o1 (configuration not stated) returned GAA inh 0%, HTT cytoprotect -7%, Tau fluor cs 2%, GAA glycogen 8%, Tau FP inhib inconclusive, aGlu spleen mod 4%, aGal spleen mod -2% and Tau fibril ThT 4%.
`O=S(=O)(c1ccc(Cl)cc1)c1ccccn1` gave GAA inh -2%, HTT cytoprotect -23%, Tau fluor cs 2%, GAA glycogen 2%, Tau FP inhib 1%, aGlu spleen mod -7%, aGal spleen mod -22% and Tau fibril ThT 0%.
Screening O=C(O)C1CCCCC1C(=O)NCc1ccc(Cl)c(Cl)c1 (configuration not stated) returned GAA inh 10%, HTT cytoprotect -5%[10 µM], Tau fluor cs 2%, GAA glycogen 15%, Tau FP inhib 11%, aGlu spleen mod -2%, aGal spleen mod -2% and Tau fibril ThT 6%.
`CCn1nnnc1-c1ccc(OC)c(S(=O)(=O)Nc2ccc(S(N)(=O)=O)cc2)c1` gave GAA inh 3%, HTT cytoprotect -16%, Tau fluor cs -3%, GAA glycogen 10%, Tau FP inhib -5%, aGlu spleen mod 7%, aGal spleen mod 1% and Tau fibril ThT 0%.
Cc1ccc(C)n1NC(=O)c1cccc(Cl)c1 was read as GAA inh -10%, HTT cytoprotect -5%, Tau fluor cs -7%, GAA glycogen 11%, Tau FP inhib 5%, aGlu spleen mod 5%, aGal spleen mod 2% and Tau fibril ThT -12%.
For CCNC(=O)CN(c1ccccc1OC)S(=O)(=O)c1cccs1 the results were GAA inh 5%, Tau fluor cs -2%, GAA glycogen -14%, Tau FP inhib 0%, aGlu spleen mod -1%, aGal spleen mod 5% and Tau fibril ThT 3%.
COc1cc(NC(=S)NN2CCN(C)CC2)cc(OC)c1 was read as GAA inh 3%, HTT cytoprotect 16%[10 µM], Tau fluor cs 7%, GAA glycogen -9%, Tau FP inhib 4%, aGlu spleen mod 0%, aGal spleen mod -3% and Tau fibril ThT 9%.
CCCc1ccc(-c2ccc(/C=C/C(=O)O)cc2)nc1 was read as GAA inh 4%, HTT cytoprotect -50%[inhibitor][10 µM], Tau fluor cs 0%, GAA glycogen 1%, Tau FP inhib -3%, aGlu spleen mod -5%, aGal spleen mod 2% and Tau fibril ThT 7%.
For COc1ccc(-c2cc(C(F)(F)F)nc(S(=O)(=O)CCC(=O)N3CCOCC3)n2)cc1 the results were GAA inh inconclusive, HTT cytoprotect -123%[inhibitor], Tau fluor cs 11%, GAA glycogen 5%, Tau FP inhib 11%, aGlu spleen mod -5%, aGal spleen mod -11% and Tau fibril ThT 9%.
Screening Cc1ccc(S(=O)(=O)N2CCC(C(=O)N[C@@H](C)C(=O)NC3CCCCC3)CC2)cc1 returned GAA inh inconclusive, HTT cytoprotect 3%, Tau fluor cs -9%, GAA glycogen 9%, Tau FP inhib -1%, aGlu spleen mod -5%, aGal spleen mod -12% and Tau fibril ThT -7%.
`CCC(=O)NC(NC(=O)CC)C(Cl)Cl` gave GAA inh 11%, HTT cytoprotect inconclusive, Tau fluor cs -3%, GAA glycogen -4%, Tau FP inhib 0%, aGlu spleen mod -5%, aGal spleen mod 6% and Tau fibril ThT 0%.
For Nc1cccc2c1C(=O)N(C(=O)c1ccc(S(=O)(=O)N3CCCCCC3)cc1)C2=O the results were GAA inh -3%, HTT cytoprotect 2%[10 µM], Tau fluor cs -9%, GAA glycogen 6%, Tau FP inhib -2%, aGlu spleen mod 2%, aGal spleen mod -20% and Tau fibril ThT -7%.
`Cc1ccc(CN(C(=O)COc2ccc(C(C)C)cc2)C2CCS(=O)(=O)C2)o1` (configuration not stated) gave Tau fluor cs -16%, GAA glycogen -7%[76.3 µM], Tau FP inhib -14% and Tau fibril ThT -6%.
COc1ccc(CCN2C(=O)c3[nH]nc(-c4ccccc4O)c3C2c2ccccc2)cc1OC (configuration not stated) was read as GAA inh -10%, HTT cytoprotect -7%[0.074 µM], Tau fluor cs -24%, GAA glycogen -2%, Tau FP inhib -10%, aGlu spleen mod -1%, aGal spleen mod 5% and Tau fibril ThT -2%.
`COCCCNC(=O)c1ccc([N+](=O)[O-])cc1` gave GAA inh -4%, HTT cytoprotect -15%, Tau fluor cs -5%, GAA glycogen -8%, Tau FP inhib -1%, aGlu spleen mod 6%, aGal spleen mod -2% and Tau fibril ThT -3%.
CC(=O)Nc1ccc(NC(=O)COC(=O)Cc2cccs2)cc1 was read as GAA inh -8%, HTT cytoprotect 17%[10 µM], Tau fluor cs -16%, GAA glycogen -3%, Tau FP inhib -5%, aGlu spleen mod 2%, aGal spleen mod 0% and Tau fibril ThT -15%.
Screening O=C1C=C(Nc2cccc(O)c2)CC(c2ccco2)C1 (configuration not stated) returned GAA inh 1%, HTT cytoprotect 19%[10 µM], Tau fluor cs -7%, GAA glycogen -9%, Tau FP inhib -2%, aGlu spleen mod 1%, aGal spleen mod 3% and Tau fibril ThT -15%.
O=C1N(Cc2ccc(F)cc2Cl)c2ccccc2C12OCCCO2 was read as GAA inh -4%, HTT cytoprotect -9%, Tau fluor cs -12%, GAA glycogen -1%, Tau FP inhib 8%, aGlu spleen mod 2%, aGal spleen mod -18% and Tau fibril ThT -13%.
CCc1nnc(NS(=O)(=O)c2ccc(NC(=S)Nc3ccc(F)cc3)cc2)s1 was read as GAA inh -1%, Tau fluor cs 1%, GAA glycogen 12%, Tau FP inhib 2%, aGlu spleen mod -5%, aGal spleen mod -10% and Tau fibril ThT 9%.
`O=S(=O)(NCCNc1nccc(C(F)(F)F)n1)c1ccccc1` gave HTT cytoprotect 10%[10 µM], Tau fluor cs -2%, GAA glycogen -1%, Tau FP inhib 2%, aGlu spleen mod 2% and aGal spleen mod -3%.
For N=C1C(c2nc3ccccc3s2)=C(O)CN1NC(=O)c1ccc([N+](=O)[O-])cc1 the results were GAA inh 1%, Tau fluor cs -19%, GAA glycogen -3%, Tau FP inhib -4%, aGlu spleen mod 9%, aGal spleen mod -1% and Tau fibril ThT inconclusive.
For N[C@H](C(=O)O)c1cc(O)cc(O)c1 the results were HTT cytoprotect -54%[inhibitor], Tau fluor cs inconclusive, Tau FP inhib inconclusive, aGlu spleen mod 3%&-12%&4%&4%, aGal spleen mod 0%&3%&7%&-5% and Tau fibril ThT inconclusive.
For COC(=O)c1c(C)oc2cc(Br)c(OCC(=O)C(C)(C)C)cc12 the results were GAA inh -2%, HTT cytoprotect -2%, Tau fluor cs -10%, GAA glycogen 4%, Tau FP inhib -4%, aGlu spleen mod -5%, aGal spleen mod -1% and Tau fibril ThT -7%.
`Cc1ccc(N2CN(Cc3ccco3)CNC2=S)c(C)c1` gave GAA inh 9%, Tau fluor cs 2%, GAA glycogen -5%, Tau FP inhib 0%, aGlu spleen mod 0%, aGal spleen mod 6% and Tau fibril ThT 0%.
For COc1cccc(-n2c(Cn3nc(C(F)(F)F)cc3C)n[nH]c2=S)c1 the results were GAA inh -5%, HTT cytoprotect 6%[10 µM], Tau fluor cs 3%, GAA glycogen -10%, Tau FP inhib -1%, aGlu spleen mod -6%, aGal spleen mod -2% and Tau fibril ThT 1%.
Screening CS(=O)(=O)c1sc2nc(-c3cccs3)cc(-c3ccccc3)c2c1N returned GAA inh -15%, HTT cytoprotect 2%[10 µM], Tau fluor cs -12%, GAA glycogen -3%, Tau FP inhib -3%, aGlu spleen mod 9%, aGal spleen mod 7% and Tau fibril ThT inconclusive.

A draw from above in order of molecular weight, low to high:
COc1cc(NC(=S)NN2CCN(C)CC2)cc(OC)c1 was read as GAA inh 3%, HTT cytoprotect 16%[10 µM], Tau fluor cs 7%, GAA glycogen -9%, Tau FP inhib 4%, aGlu spleen mod 0%, aGal spleen mod -3% and Tau fibril ThT 9%.
For COc1cccc(-n2c(Cn3nc(C(F)(F)F)cc3C)n[nH]c2=S)c1 the results were GAA inh -5%, HTT cytoprotect 6%[10 µM], Tau fluor cs 3%, GAA glycogen -10%, Tau FP inhib -1%, aGlu spleen mod -6%, aGal spleen mod -2% and Tau fibril ThT 1%.
For COC(=O)c1c(C)oc2cc(Br)c(OCC(=O)C(C)(C)C)cc12 the results were GAA inh -2%, HTT cytoprotect -2%, Tau fluor cs -10%, GAA glycogen 4%, Tau FP inhib -4%, aGlu spleen mod -5%, aGal spleen mod -1% and Tau fibril ThT -7%.
